# CAL PDZ FP-1: untagged CAL PDZ binding inhibitors, primary screen, biochemical, fluorescence polarization, HTS; purified CAL PDZ, TMR-peptide fluorescence polarization, 1 h; Golgi-associated PDZ and coiled-coil motif-containing protein (Homo sapiens), Q9HD26; inhibition, % at 24.9 µM; actives 0.92% (n = 300,000); AID 602252, 2012;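 active means mean inhibition of at least 30% with at least half of replicates also reaching 30%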;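 further: 0% = DMSO neutral control and 100% = excess unlabeled competitor peptide PRC23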
# dFosB act: activators of delta FosB homodimer, primary screen, biochemical, fluorescence polarization, TAMRA-CDK5 oligo, single point. Protein FosB (Mus musculus), P13346. purified delta FosB; percent of positive-control signal above neutral wells. activation, % at 25 µM. actives 0.99% (n = 340,000). AID 493131, 2011;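 active means mean activation above about 17%, with every replicate also reaching it, limit read from the data, passing the limit was not always enough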;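 further: fluorescence polarization rise as delta FosB binds a TAMRA Cdk5 AP-1 oligo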
# Wnt act: Wnt/beta-catenin pathway activators, primary screen, cell-based, plate reader, single point | actives 1.2% (n = 300,000) | Wnt/beta-catenin reporter cell assay, activator | activation, % at 9.35 µM | AID 743398, 2014; in the data active means activation above about 30%, passing the limit was not always enough;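 further: 0% = neutral control wells and 100% = positive control wells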
# Tat export inh: E. coli Tat export inhibitors, primary screen, MC4100, TorA-mCherry reporter, fluorescence, single point; inhibition, % at 10 µM; actives 0.036% (n = 340,000);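 active means mean replicate inhibition at least 50% and at least half of replicates individually reaching 50%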;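 further: exported cargo escapes ClpAP degradation while cytoplasmic cargo is degraded and loses fluorescence; 0% = median of neutral control wells and 100% = median of NaSCN control wells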
# CDK5 inh: inhibitors of human CDK5/p35 kinase, primary screen, biochemical, single concentration | actives 0.01% (n = 330,000) | inhibition, % at 10 µM | AID 488839, 2010 | Recombinant CDK5/p35, ADP-Glo luminescence, 60 min;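 active means highest replicate inhibition of at least 50% and at least 75% of replicates reaching 50%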;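 further: plate controls were DMSO neutral control for no effect and GW8510 at 10 µM for full effect; many of its hits are not listed in these tables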
# Target sequence (Q00535 whole entry, looked up): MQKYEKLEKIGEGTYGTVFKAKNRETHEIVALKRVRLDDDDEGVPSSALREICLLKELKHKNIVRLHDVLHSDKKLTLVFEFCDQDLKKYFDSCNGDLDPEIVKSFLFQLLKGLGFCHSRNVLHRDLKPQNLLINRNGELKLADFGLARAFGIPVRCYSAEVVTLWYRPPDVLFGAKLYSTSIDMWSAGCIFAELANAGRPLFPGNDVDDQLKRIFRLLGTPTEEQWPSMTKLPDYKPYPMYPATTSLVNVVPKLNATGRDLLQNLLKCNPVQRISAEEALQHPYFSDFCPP
# Target sequence (Q15078 whole entry, looked up): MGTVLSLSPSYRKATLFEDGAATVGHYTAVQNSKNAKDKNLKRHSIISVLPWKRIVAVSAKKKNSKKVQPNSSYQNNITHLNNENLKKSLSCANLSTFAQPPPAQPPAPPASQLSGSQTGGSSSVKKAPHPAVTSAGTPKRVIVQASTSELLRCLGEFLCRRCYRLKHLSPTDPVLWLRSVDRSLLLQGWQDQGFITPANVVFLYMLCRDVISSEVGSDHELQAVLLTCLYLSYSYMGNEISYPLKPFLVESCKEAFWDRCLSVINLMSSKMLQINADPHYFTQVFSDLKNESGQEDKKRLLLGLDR
# MITF TRPM1 HTS: activators of MITF-driven TRPM1 promoter reporter, primary screen, cell-based, SK-MEL-5, luciferase, single point; AID 588334, 2011; activation, % at 12.5 µM; actives 0.75% (n = 300,000); SK-MEL-5 TRPM1-promoter luciferase, 24 h; % of positive control, neutral wells = 0;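 active means mean activation of at least 80% with every replicate also reaching 80%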;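 further: 0% = neutral control wells and 100% = parthenolide positive control wells; values of inactives mirror those of a sister screen read the other way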
# Rtt109 Vps75: inhibitors of C. albicans Rtt109/Vps75 HAT, primary screen, biochemical, ThioGlo CoA-SH fluorescence, plate reader | purified Rtt109/Vps75, 4 h | inhibition, % at 34.9 µM | AID 540336, 2011 | actives 0.16% (n = 330,000);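 active means inhibition of at least 50% in every replicate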
# Target sequence (Q5AAJ8 whole entry, looked up): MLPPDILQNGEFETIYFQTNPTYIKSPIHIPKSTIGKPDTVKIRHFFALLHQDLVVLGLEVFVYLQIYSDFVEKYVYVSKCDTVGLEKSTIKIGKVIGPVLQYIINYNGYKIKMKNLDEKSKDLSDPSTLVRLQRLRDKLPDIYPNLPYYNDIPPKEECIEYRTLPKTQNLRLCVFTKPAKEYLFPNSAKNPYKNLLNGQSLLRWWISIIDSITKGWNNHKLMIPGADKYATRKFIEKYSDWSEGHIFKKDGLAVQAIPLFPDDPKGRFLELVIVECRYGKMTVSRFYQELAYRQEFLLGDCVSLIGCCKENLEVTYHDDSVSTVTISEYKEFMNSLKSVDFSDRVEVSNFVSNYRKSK
# V-ATPase pHluor: regulators of yeast V-ATPase proton pumping, primary screen, pHLuorin cytosolic pH fluorescence | S. cerevisiae | response, % at 10 µM | actives 0.37% (n = 350,000); in the data active means response mostly above about 7.3%, no sharp cut-off; inactive means mostly below about 5.4%; further: actives read high; inactives centre near 0; some compounds called inactive have numbers as strong as hits
# RTF Ca sens act: cardiac RTF calcium sensitivity activators, primary screen, biochemical, IANBD-TnC fluorescence, EC20 calcium. Troponin I, cardiac muscle (Homo sapiens) + Troponin T, cardiac muscle (Homo sapiens) + …. IANBD-labeled TnC RTF fluorescence at EC20 calcium; 0% EC20 calcium, 100% full calcium. activation, % at 7.2 µM. actives 0.24% (n = 340,000). AID 493008, 2010;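 active means activation above the mean over all tested compounds plus 3 SD, cut at about 30% in these data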;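 further: rise in fluorescence read as greater calcium sensitivity of cardiac thin filaments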
# CAL PDZ FP-2: CAL PDZ peptide-binding inhibitors, primary screen, biochemical, fluorescence polarization, Cer-tagged CAL PDZ, HTS. purified CAL PDZ, TMR-peptide fluorescence polarization, 1 h. inhibition, % at 20 µM. actives 0.02% (n = 330,000). AID 504414, 2011;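 active means highest replicate inhibition of at least 40%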;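 further: plate controls were DMSO neutral control wells for no effect and unlabeled competitor peptide control wells for full effect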
#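 Control set: unlabelled peptide and DMSO controls / Material: purified CerCALP PDZ construct / Timing: 1 h incubation at room temperature before polarization reading / Doses: 20 µM, one dose / Detection: fluorescence polarization (mP)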
# * hit, by the source's call; · = not tested or not shown.
SMILES,CAL PDZ FP-1,dFosB act,Wnt act,Tat export inh,CDK5 inh,MITF TRPM1 HTS,Rtt109 Vps75,V-ATPase pHluor,RTF Ca sens act,CAL PDZ FP-2
CCOC(=O)c1oc2c(CN3CCN(C)CC3)c(O)ccc2c(=O)c1-c1ccc(Br)cc1,-0.2,-3.6,-1.1,2.1,-0.2,-4.2,6.9,-3.8,3.8,-1.7
O=C(NCc1ccco1)C(c1cccs1)N(C(=O)Cc1cccs1)c1ccccc1 (stereo unspecified),0.8,-3.3,-2.7,-13.1,0.2,-2.7,12.6,-6.2,-4.2,0.5
CC12C(=O)N(n3cnnc3)C(=O)C1C1C=CC2C1 (stereo unspecified),·,-1.6,·,-8.1,-1.5,2.0,-2.6,2.1,-1.8,-0.3
COc1ccc(OCc2cc(C(=O)N[C@H]3CCCCNC3=O)no2)c(Cl)c1,-2.2,-12.1,-3.0,11.0,-0.9,53.3,1.8,3.1,-3.3,-3.2
COC(=O)C1CCN(Cc2cc(=O)oc3cc(C)c(Cl)cc23)CC1,0.2,-9.0,-0.1,0.5,-0.7,5.9,0.3,5.2,13.2,-2.0
CC(O)c1cccc(-c2ccc(CN3C[C@]4(CO)O[C@@H](CO)C[C@@H]4S3(=O)=O)cc2)c1 (stereo partly specified),42.2*,-4.3,-2.0,1.5,-0.8,3.2,7.2,2.3,-0.6,-1.5
COc1ccccc1CNC(=O)COC(=O)c1ccc(-n2cnnn2)cc1,-2.3,-5.8,-1.6,7.3,1.2,-4.1,2.5,-2.6,-2.0,-1.2
COc1cccc(OCC(=O)Nc2c3c(nn2-c2ccc(F)cc2)CS(=O)(=O)C3)c1,-3.7,-2.0,0.2,-4.9,-0.9,10.2,-6.0,-3.8,-5.1,-0.9
CC1CN(C(=O)c2cc3cc(Cl)cc(Cl)c3oc2=O)CC(C)O1 (stereo unspecified),-0.5,1.8,·,6.1,-3.0,-2.6,-5.4,-0.9,1.3,-1.0
Cc1cc(/C=C2/NC(=O)N(c3ccccc3)C2=O)c(C)n1-c1cccnc1,-4.1,2.3,37.3*,2.4,-1.2,50.1,·,-1.6,-3.3,-1.4
O=C(CSc1ccsc1[N+](=O)[O-])NC1CCCC1,-3.0,-10.5,-0.9,-5.5,1.1,20.9,·,6.8,-4.2,-1.3
Cc1nc(C(=O)NCC(=O)c2ccc(Cl)cc2)c(C(F)(F)F)o1,·,-3.0,1.7,-1.8,-1.3,-5.5,13.2,-1.5,5.1,-0.6
Cn1c(N/N=C2\CCCc3ccccc32)nc2c1c(=O)n(Cc1ccc(F)cc1)c(=O)n2C,0.8,-0.3,-2.7,8.4,-2.9,6.7,·,4.6,6.5,-2.2
COc1ccc(-c2cc(=O)c3cc(F)ccc3[nH]2)cc1,-0.9,-2.2,9.7,-9.3,-1.5,55.3,-11.2,-2.6,-5.2,-0.3
CCOC(=O)CC1C(=O)NCCN1C(=O)c1cc2c(=O)n3cccc(C)c3nc2s1 (stereo unspecified),·,-14.4,-0.8,5.3,1.5,·,7.5,-4.1,-0.2,0.2
CC(C)NS(=O)(=O)c1ccc(OCC(=O)NCc2ccco2)cc1,-1.3,-4.8,-0.2,-0.7,-0.3,14.4,3.5,0.4,-0.2,0.8
O=C(O)CSCCc1ccccn1,-8.6,3.1,-1.9,-4.3,0.1,·,-4.1,0.4,-3.4,0.9
O=C(CSc1ncccn1)NC(=O)c1ccccc1,-9.5,2.5,-2.4,0.2,1.0,0.7,-12.8,1.4,4.8,·
Cc1ccc(S(=O)(=O)N2CCCC2C(=O)Nc2nccs2)cc1 (stereo unspecified),8.5,-4.0,12.6,-0.2,0.6,-2.5,0.6,10.8,-5.7,0.4
O=C(/C=C/c1ccccc1)Nc1cccnc1Cl,·,-17.6,14.5,-2.9,1.1,59.6,-2.8,0.2,5.3,-3.1
N#Cc1cccc(NC(=O)COC(=O)Cn2nc(-c3ccccc3)oc2=O)c1,-7.9,2.1,37.8*,5.6,1.3,10.7,31.0,4.6,-0.1,-0.7
O=C(c1ccco1)N(CCC(c1ccccc1)c1ccco1)Cc1ccco1 (stereo unspecified),-1.3,-13.8,-0.2,1.5,-2.8,·,26.5,-2.8,-2.9,-1.9
Cc1cccc2c(=O)c(C(=O)N3CCCCCC3)c[nH]c12,0.5,-5.5,·,-1.3,4.6,-1.7,-6.1,-0.5,-3.5,-2.1
COc1cccc(C2=CC(c3ccccc3)n3nnnc3N2)c1 (stereo unspecified),-4.4,-13.9,-1.9,4.0,-2.1,6.1,-15.4,-0.9,1.6,-3.1
O=C(CS(=O)CC(=O)N(CC(=O)NC1CCCC1)c1ccccc1F)Nc1ccc(F)cc1 (stereo unspecified),-8.7,-7.3,-2.3,-11.3,-0.4,3.2,-10.8,-0.3,-0.7,-2.6
# Continued:
SMILES,CAL PDZ FP-1,dFosB act,Wnt act,Tat export inh,CDK5 inh,MITF TRPM1 HTS,Rtt109 Vps75,V-ATPase pHluor,RTF Ca sens act,CAL PDZ FP-2
O=C(Nc1ccccc1)c1ccc(N2CCN(c3ccccc3)CC2)c(S(=O)(=O)N2CCOCC2)c1,·,0.4,-11.8,-1.1,1.2,-12.6,-1.1,-3.7,-2.9,-1.6
CCOC(=O)[C@@H]1[C@H]2COc3cc(OC)ccc3[C@@H]2N2C(=O)N(c3ccc(F)cc3)C(=O)[C@]12C,-0.8,0.1,-1.7,-6.5,-0.4,·,11.7,-3.5,-2.9,0.4
CC(=O)OC(C(=O)NC1CCCCC1)c1cccc(F)c1 (stereo unspecified),·,-6.8,-1.8,-1.1,0.8,-1.6,-7.4,0.1,2.1,-1.6
Cc1ccnc(SCc2cn3c(C)cc(C)nc3n2)n1,·,-1.7,-3.0,1.1,-0.3,-0.2,3.8,0.2,-1.5,-0.6
O=C(Nc1ccc(Cl)c(Cl)c1)Nc1cc(S(=O)(=O)N2CCOCC2)ccc1N1CCCC1,-2.6,-5.4,-4.3,7.9,-1.0,5.5,-1.3,1.2,-4.5,-3.1
C/C(=C\C(=O)c1ccc(Cl)cc1)Nc1ccc(Br)cc1,0.4,-1.0,0.8,7.3,1.4,14.2,-2.3,0.1,11.5,-0.9
COc1ccc(-c2ccc(C#N)c(SCC(=O)NCc3ccco3)n2)cc1OC,13.0,7.8,0.8,6.1,-1.0,·,-2.1,-0.8,1.5,-0.7
O=C(c1cnn2c(C(F)F)cc(-c3ccccc3)nc12)N1CCCCC1c1cccnc1 (stereo unspecified),-3.8,-17.4,-2.1,3.3,0.8,-3.4,-20.6,1.3,-1.4,-1.5
CNc1nc(N2CCc3ccccc32)ncc1F,1.4,1.9,·,1.7,3.6,26.8,1.0,-2.5,2.2,1.0
Cc1ccc(S(=O)(=O)N(C)C)cc1NC(=O)COC(=O)C1(c2ccccc2)CC1,-2.9,1.2,-3.1,7.3,-0.2,2.2,-3.8,-3.5,-4.8,-3.0
COc1cc2c(C#N)c(N3CCCCC3)nc(N)c2c(N)n1,-0.9,-7.9,·,-2.0,2.1,-14.5,-0.6,-4.0,3.5,-1.7
COc1ccc(/C=C2/SC(=O)N(CCC(=O)Nc3ccccc3C(=O)O)C2=S)cc1,-2.2,-3.7,1.7,-10.0,2.1,8.2,10.2,2.1,-1.0,-2.4
Cc1cc(C)n(C/C=C/Cn2nc(C)cc2C)n1,·,-0.7,-0.9,-5.0,-2.4,-1.8,3.4,-1.9,3.2,-1.7
Cc1cccc(C(=O)OCC(=O)Nc2nccs2)c1,-5.2,5.1,-1.9,-9.4,-1.8,11.5,-7.1,-0.9,-1.3,·
O=c1cc[nH]c2ccc(OC(F)(F)F)cc12,6.5,3.7,9.1,0.3,0.9,-7.5,8.9,-1.6,-4.2,-0.3
Cc1ccc(CC(=O)Nc2ncc([N+](=O)[O-])s2)cc1,-3.1,2.8,-1.2,-15.1,-0.4,54.5,·,-1.2,2.2,-0.4
COc1ccc(N2CCN(C3CC(=O)N(Cc4ccc(N5CCCC5=O)cc4)C3=O)CC2)cc1 (stereo unspecified),1.8,-8.3,·,-4.3,0.7,-9.0,-6.8,-3.7,3.1,-0.3
O=C(NC(c1ccccc1)c1ccccc1)C1CCCO1 (stereo unspecified),-3.5,-5.4,1.0,4.6,-0.2,-5.2,-0.1,-0.8,5.2,-1.8
COc1cccc(OCC(O)CN2CC(C)CC(C)C2)c1 (stereo unspecified),-0.4,4.5,·,4.6,-1.3,-7.9,-4.5,2.2,1.0,0.5
COC(=O)C(C)C1Sc2ccccc2NC1=O (stereo unspecified),-3.8,9.1,·,-1.2,-1.4,-8.7,1.2,1.2,-0.5,-1.2
CC(=O)Nc1ccc(O)cc1[N+](=O)[O-],0.3,0.1,0.5,-3.7,0.8,12.9,0.9,0.6,-1.2,0.7
CCC1S/C(=C(\C#N)C(=O)NCc2ccco2)N(c2ccc(Br)cc2)C1=O (stereo unspecified),-3.0,-7.0,·,-5.4,-0.2,-9.8,1.1,5.2,-1.1,-0.1
COc1ccc(NC(=O)CN(C)C(=O)c2cc(-c3ccc(C)o3)nc3ccccc23)cc1,-5.5,-4.6,5.0,-7.1,-0.4,20.2,-140.6,0.5,-10.9,-2.8
O=C1N[C@H](Cc2ccccc2)COC(=O)[C@H](Cc2ccc(F)cc2)C/C=C\C[C@H]1CC(=O)N(CCO)Cc1ccccc1,2.3,8.3,-3.1,-5.0,-0.1,-14.1,5.0,0.9,2.7,0.0
O=C(Cn1c(-c2ccccc2)noc1=O)N1CCC(Cc2ccccc2)CC1,-3.2,-5.6,-0.6,5.2,-3.7,-1.2,2.2,-0.6,1.3,-0.1

# 5 entries picked at random from those above:
SMILES,CAL PDZ FP-1,dFosB act,Wnt act,Tat export inh,CDK5 inh,MITF TRPM1 HTS,Rtt109 Vps75,V-ATPase pHluor,RTF Ca sens act,CAL PDZ FP-2
COc1ccc(N2CCN(C3CC(=O)N(Cc4ccc(N5CCCC5=O)cc4)C3=O)CC2)cc1 (stereo unspecified),1.8,-8.3,·,-4.3,0.7,-9.0,-6.8,-3.7,3.1,-0.3
Cc1ccc(CC(=O)Nc2ncc([N+](=O)[O-])s2)cc1,-3.1,2.8,-1.2,-15.1,-0.4,54.5,·,-1.2,2.2,-0.4
COc1ccc(-c2ccc(C#N)c(SCC(=O)NCc3ccco3)n2)cc1OC,13.0,7.8,0.8,6.1,-1.0,·,-2.1,-0.8,1.5,-0.7
C/C(=C\C(=O)c1ccc(Cl)cc1)Nc1ccc(Br)cc1,0.4,-1.0,0.8,7.3,1.4,14.2,-2.3,0.1,11.5,-0.9
Cc1ccnc(SCc2cn3c(C)cc(C)nc3n2)n1,·,-1.7,-3.0,1.1,-0.3,-0.2,3.8,0.2,-1.5,-0.6
